Source: PubChem
PvdQ inh = P. aeruginosa PvdQ acylase inhibition | AID 488965 | 340,000 tested, 0.063% active | purified PvdQ acylase, fluorescence plate reader | inhibition, % at 10 µM; in the data active = inhibition above about 30%, passing the limit was not always enough;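 also: 0% = vehicle neutral wells and 100% = reference inhibitor wells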
LANA DNA inh = blocks KSHV LANA C-terminal domain binding to DNA | 340,000 tested, 0.078% active | inhibition, % at 9 µM | AID 504423 | MBP-C-LANA/FAM-LBS DNA binding, fluorescence polarization;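 active = highest replicate inhibition at or above 60% at 9 µM, even if other replicates fall short; inactive = all replicates below 60% inhibition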;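 also: 0% = neutral control wells and 100% = 4 µM acridine orange control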
PfHsp90 yeast 2 = inhibits growth of yeast expressing Plasmodium falciparum Hsp90; S. cerevisiae expressing PfHsp90, BacTiter-Glo ATP, 48 h; yeast lacking PDR1 and PDR3 efflux regulators; inhibition, % at 9.4 µM; 310,000 tested, 0.32% active;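 active = every replicate shows inhibition above about 80%, whatever the replicate mean, limit read from the data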;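 also: 0% = DMSO neutral controls and 100% = 20 µM radicicol positive controls; yeast relying on Plasmodium falciparum Hsp90 in place of its own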
CDK5 inh = blocks human CDK5/p35 kinase activity; 330,000 tested, 0.01% active; inhibition, % at 10 µM; Q00535+Q15078; Recombinant CDK5/p35, ADP-Glo luminescence, 60 min;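 active = highest replicate inhibition of at least 50% and at least 75% of replicates reaching 50%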;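 also: plate controls were DMSO neutral control for no effect and GW8510 at 10 µM for full effect; many of its hits are not listed in these tables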
RTF Ca sens inh = cardiac RTF calcium desensitization | inhibition, % at 7.15 µM | 340,000 tested, 0.12% active | P19429+P45379 | IANBD-labeled cardiac RTF, Ca2+ fluorescence;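 active = inhibition above the mean inhibition of all tested compounds plus 3 SD, cut at about 17% in these data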;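 also: assay run at fixed EC70 calcium of 1.6 mM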
dFosB act = enhances mouse delta FosB homodimer DNA binding; 340,000 tested, 0.99% active; AID 493131; P13346; activation, % at 25 µM; purified delta FosB, TAMRA-CDK5 oligo fluorescence polarization; percent of positive-control signal above neutral wells;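 active = mean activation above about 17%, with every replicate also reaching it, limit read from the data, passing the limit was not always enough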;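 also: fluorescence polarization rise as delta FosB binds a TAMRA Cdk5 AP-1 oligo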
Target sequence (P13346 whole entry, looked up): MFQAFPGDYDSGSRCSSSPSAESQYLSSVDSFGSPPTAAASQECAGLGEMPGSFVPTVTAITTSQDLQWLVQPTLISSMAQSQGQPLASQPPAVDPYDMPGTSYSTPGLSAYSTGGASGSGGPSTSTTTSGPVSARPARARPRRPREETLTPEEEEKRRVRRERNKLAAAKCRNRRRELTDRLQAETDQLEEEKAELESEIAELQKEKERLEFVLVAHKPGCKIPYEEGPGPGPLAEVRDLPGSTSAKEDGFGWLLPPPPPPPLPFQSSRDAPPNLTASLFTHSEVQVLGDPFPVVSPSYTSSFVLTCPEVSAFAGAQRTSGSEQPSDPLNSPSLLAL
RTF Ca sens act = increases calcium sensitivity of human cardiac regulated thin filaments; IANBD-labeled TnC RTF fluorescence at EC20 calcium; 0% EC20 calcium, 100% full calcium; activation, % at 7.2 µM; 340,000 tested, 0.24% active;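 active = activation above the mean over all tested compounds plus 3 SD, cut at about 30% in these data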;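 also: rise in fluorescence read as greater calcium sensitivity of cardiac thin filaments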
SUMO Mot1 rescue = inhibitors of SUMOylation pathway: yeast Mot1-301 growth rescue; S. cerevisiae Mot1-301 growth rescue, ATP luminescence, 38.5C; percent above DMSO median, 100 means doubled; growth rescue, % at 18.8 µM; 320,000 tested, 1% active; AID 2716;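 active = every valid replicate shows activation above 250% relative to neutral control wells; inactive = the rest, any valid replicate at or below 250%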;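 also: OY570 slx delta 5 strain wells were the positive control but not used for scaling; some compounds called inactive have numbers as strong as hits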
Keap1-Nrf2 PPI = Keap1-Nrf2 (human) interaction inhibition | Q14145 | Keap1 Kelch-Nrf2 peptide fluorescence polarization, 1536-well | inhibition, % at 9.4 µM | 340,000 tested, 0.15% active | AID 504523; in the data active = inhibition above about 12%;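 also: human Keap1 Kelch domain with fluorescein labeled Nrf2 9mer peptide probe; 0% = neutral control wells and 100% = peptide positive control; higher means more block of Keap1 binding to Nrf2 peptide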
Rtt109 HAT inh = C. albicans Rtt109 histone acetyltransferase inhibition. inhibition, % at 34.9 µM. 330,000 tested, 0.16% active. Q5AAJ8. AID 540336. purified Rtt109/Vps75, ThioGlo CoA-SH fluorescence, 4 h;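 active = inhibition of at least 50% in every replicate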
Target sequence (Q5AAJ8 whole entry, looked up): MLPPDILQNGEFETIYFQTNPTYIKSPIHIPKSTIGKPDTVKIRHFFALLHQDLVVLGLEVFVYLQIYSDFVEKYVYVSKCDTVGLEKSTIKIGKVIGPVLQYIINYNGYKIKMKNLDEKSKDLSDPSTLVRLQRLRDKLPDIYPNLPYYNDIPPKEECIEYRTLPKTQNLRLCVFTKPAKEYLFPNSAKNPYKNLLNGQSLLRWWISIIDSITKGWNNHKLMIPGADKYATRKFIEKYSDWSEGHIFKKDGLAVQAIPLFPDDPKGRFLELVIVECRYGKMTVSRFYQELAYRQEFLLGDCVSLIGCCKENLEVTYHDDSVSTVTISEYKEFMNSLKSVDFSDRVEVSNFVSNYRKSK
NSD2 inh = blocks human histone methyltransferase NSD2; 310,000 tested, 0.54% active; inhibition, % at 12.5 µM; NSD2 peptide methylation, AlphaScreen, 120 min; in the data active = inhibition above about 50%
* marks the source's active call; other numbers are inactive results; / = no result given.

SMILES | PvdQ inh | LANA DNA inh | PfHsp90 yeast 2 | CDK5 inh | RTF Ca sens inh | dFosB act | RTF Ca sens act | SUMO Mot1 rescue | Keap1-Nrf2 PPI | Rtt109 HAT inh | NSD2 inh
Cc1ccc(C=NNc2ccc([N+](=O)[O-])cn2)cc1 | 8 | 2.5 | -8 | 0.9 | -6 | 7 | 0 | / | 0 | -9 | 0
CN(C)c1ccc(C=NNC(=S)Nc2ccc(F)cc2)cc1 | -3 | 0.6 | -5 | 4.8 | -8 | 0 | -9 | / | 1 | 4 | 2
O=C(OCC(=O)N1CCc2ccccc21)c1ccccc1 | -14 | 1.8 | 9 | -0.4 | -5 | -2 | 6 | -8 | -8 | -10 | 5
COc1cc(-c2cc(C(=O)Nc3cc(S(=O)(=O)N4CCOCC4)ccc3O)c3ccccc3n2)cc(OC)c1OC | 28 | -0.3 | -20 | 0.8 | -4 | 3 | -5 | -14 | 0 | 0 | 8
O=C(OCc1c(F)cccc1Cl)c1cc([N+](=O)[O-])ccc1N1CCOCC1 | -6 | 1.4 | -7 | -0.9 | -21 | -7 | 0 | -15 | -4 | -2 | 3
O=C(CN1C(=O)NC2(CCCCCC2)C1=O)c1ccc(Cl)s1 | -12 | -0.5 | / | 1.0 | -7 | -10 | -3 | 0 | -4 | -4 | -2
CSc1ccccc1NC(=O)CN(c1cc(C)cc(C)c1)S(C)(=O)=O | 9 | 0.3 | -68 | 1.1 | 3 | -5 | -10 | -8 | -2 | 28 | 7
CCOc1ccccc1Nc1nc2ccc(C)cc2n2cnnc12 | -5 | 0.9 | -6 | -0.9 | -11 | -3 | 0 | / | 4 | 7 | -3
CCOC(=O)N1CCN(C(=O)C(NC(=O)C2CCC(C)CC2)C(C)C)CC1 (stereo not given) | 3 | 1.2 | -1 | -0.3 | -11 | -6 | -9 | / | -3 | 4 | /
O=C(NCc1n[nH]c(=S)n1-c1cccc(C(F)(F)F)c1)c1ccc(S(=O)(=O)N2CCCCC2)cc1 | -9 | 2.1 | 6 | -0.8 | -15 | -4 | 4 | 113 | -2 | 3 | 4
CN(C(=O)c1nn(C)c2c1CS(=O)(=O)c1ccccc1-2)c1cccc(Cl)c1 | -7 | 0.1 | 31 | 2.7 | -3 | -8 | -3 | 36 | -2 | -5 | -8
COc1ccccc1N=Nc1c(C)[nH][nH]c1=O | -2 | 1.9 | 2 | 0.2 | 1 | -4 | -4 | 439 | 4 | -10 | -2
O=C(Cc1ccc([N+](=O)[O-])cc1)Nc1cccnc1 | -19 | -1.3 | -3 | 1.0 | -4 | 9 | -4 | -10 | -3 | -5 | 3
O=C1CSc2ccc(S(=O)(=O)N3CCN(c4ccccc4)CC3)cc2N1 | -15 | -0.3 | 5 | 2.4 | 2 | -6 | -3 | 19 | -3 | -3 | 0
CCOC(=O)C(NC(C)=O)C(=O)O (stereo not given) | -9 | -1.0 | -20 | 0.2 | -6 | 6 | 3 | 11 | -1 | -7 | 8
Cc1nc2cc(C)c(C)cc2o1 | -4 | -1.2 | -3 | 4.8 | -3 | -2 | 5 | / | -4 | 8 | 0
COc1cccc(NC(=O)CN(C)C(=O)c2cc(-c3ccc(F)cc3)nc3ccccc23)c1 | -11 | 2.7 | / | -1.8 | -14 | -13 | -9 | -19 | 5 | 22 | -7
O=C(Nc1ccc2nc(-c3ccccc3)[nH]c2c1)c1cccs1 | -7 | -1.8 | -26 | 0.9 | 1 | 5 | -6 | 7 | -6 | -2 | 3
O=C(NC1CCS(=O)(=O)C1)c1cnccn1 (stereo not given) | -5 | -0.6 | 5 | -1.7 | 5 | -3 | 5 | -17 | 1 | 0 | /
O=C(Oc1coc(CSc2ncccn2)cc1=O)c1cccc([N+](=O)[O-])c1 | -5 | -0.8 | -37 | 1.7 | -6 | -4 | 0 | 12 | -3 | 1 | -1

An excerpt from above in order of the Rtt109 HAT inh value, smallest number first:
| smiles | Rtt109 HAT inh |
| --- | --- |
| O=C(OCc1c(F)cccc1Cl)c1cc([N+](=O)[O-])ccc1N1CCOCC1 | -2 |
| COc1cccc(NC(=O)CN(C)C(=O)c2cc(-c3ccc(F)cc3)nc3ccccc23)c1 | 22 |
| CSc1ccccc1NC(=O)CN(c1cc(C)cc(C)c1)S(C)(=O)=O | 28 |

New compounds follow:
SMILES | PvdQ inh | LANA DNA inh | PfHsp90 yeast 2 | CDK5 inh | RTF Ca sens inh | dFosB act | RTF Ca sens act | SUMO Mot1 rescue | Keap1-Nrf2 PPI | Rtt109 HAT inh | NSD2 inh
CCN(CC)C(=S)SCC(=O)Nc1ccc(F)cc1 | 5 | 1.0 | -8 | -1.9 | -12 | -6 | -4 | 13 | 1 | 2 | 1
CCOC(=O)c1cnc(SC2CC(=O)N(c3cccc(OC)c3)C2=O)nc1N (stereo not given) | 12 | -0.3 | -3 | 0.0 | -5 | -7 | -6 | -3 | 2 | 1 | 16
Cc1ccc(-c2nc3ccccn3c2NC(=O)c2ccco2)cc1 | 3 | 0.5 | -2 | 1.8 | 1 | 6 | 8 | -17 | -2 | 0 | -1
Cc1ccsc1/C=N/Nc1ncnc2nc[nH]c12 | -5 | 2.1 | 11 | 43 | 0 | -10 | -2 | -21 | 1 | 17 | -2
CCOc1ccc(NC(=O)COC(=O)C23CC4CC(CC(C4)C2)C3)c([N+](=O)[O-])c1 | 7 | -0.9 | 18 | 0.1 | -2 | 4 | 8 | 7 | -1 | 6 | -2
CN(CCc1ccccn1)C1CCCN(S(=O)(=O)c2ccc(F)c(Cl)c2)C1 (stereo not given) | -2 | 0.4 | 0 | 0.6 | 5 | -9 | 1 | -12 | 2 | 3 | 13
N#C/C=C\Oc1ccc(Cl)cc1N | -1 | 1.1 | 1 | -0.9 | -10 | -1 | -1 | 4 | 2 | 5 | 0
CC(/C=C/c1ccccc1F)=N\NC(=O)c1ccc(Cl)cc1 | 16 | 0.3 | 7 | -4.7 | -3 | 2 | -6 | -2 | 4 | 0 | 1
c1coc(-c2nc3c4c5c(sc4ncn3n2)CCCC5)c1 | -10 | 0.1 | / | -0.3 | -8 | -29 | 8 | -6 | 3 | -19 | -4
N#Cc1sc(NCc2ccccn2)nc1Cl | -14 | 0.7 | 10 | 0.2 | 0 | -1 | 4 | 18 | -2 | -4 | -1
Cc1nnc(SCCc2ccccc2)[nH]c1=O | -27 | -0.3 | / | -3.9 | -8 | 2 | 0 | 181 | -4 | 4 | 2
COc1ccc(N(C)C(=O)c2cc3c(s2)-c2c(C)cccc2OC3)c(OC)c1 | 11 | -1.1 | 7 | 2.7 | 1 | -5 | -4 | -20 | -1 | -5 | /
CC(C)CCN1C(=O)CCC1(C)C(=O)NC1CCCCCCC1 (stereo not given) | -8 | 1.5 | -4 | -0.7 | -9 | -8 | -9 | 3 | -2 | 0 | -1
Cc1ccc(NC(=O)c2ccc(N3C(=O)C4CC=C(Cl)CC4C3=O)cc2)cc1 (stereo not given) | -9 | 1.3 | 4 | 3.3 | -4 | -1 | 8 | 11 | -3 | 3 | 2
O=C(CCc1ccccn1)N1CCCC(CNS(=O)(=O)c2cccs2)C1 (stereo not given) | -15 | 1.3 | 4 | 0.6 | 2 | -1 | 8 | 232 | -5 | 3 | -1
Cc1cc(OC(=O)c2ccccc2F)c([N+](=O)[O-])c(=O)[nH]1 | -3 | -0.3 | -46 | -0.3 | -4 | -2 | -5 | 209 | -3 | 1 | 1
O=C(COc1cccc(C(F)(F)F)c1)Nc1ccc(S(=O)(=O)N2CCCC2)cc1 | -5 | 0.3 | -12 | -1.4 | -3 | -4 | 1 | 2 | 0 | -5 | /
CCN(CC(=O)Nc1ccc2c(c1)OCCO2)C(=O)CC(NC(C)=O)c1ccccc1 (stereo not given) | 2 | -0.9 | -7 | -0.2 | 2 | -8 | 0 | -2 | 5 | -6 | 4
O=C1CCN(C(=O)Nc2cccc(Cl)c2)N1 | -18 | 0.5 | / | -8.4 | -2 | 8 | 0 | 441 | -2 | 9 | 0
O=C(CS(=O)(=O)Cc1ccccc1)N1CCN(C(=O)c2ccco2)CC1 | -18 | -0.2 | -11 | -1.9 | -4 | -2 | 1 | 2 | -1 | -3 | 1
O=C(O)C(Cc1ccccc1)N1C(=O)/C(=C/c2cccnc2)SC1=S (stereo not given) | -3 | 2.2 | 19 | 0.1 | -9 | -1 | 5 | 160 | 3 | 12 | 9
CCCn1nc(C(=O)N(C)CC(=O)Nc2ccc(OCC)c(OCC)c2)c2ccccc2c1=O | 2 | -0.1 | -20 | -0.3 | 1 | -4 | -2 | 14 | -1 | 18 | 6
N#CC(C(=O)c1ccccc1)=C1SCCS1 | 2 | -2.5 | -30 | 0.5 | / | -1 | / | -5 | -6 | -1 | -2
COc1cc(OC)cc(C(=O)NC(C)c2cnn(-c3ccccc3C)c2C)c1 (stereo not given) | -15 | 1.0 | -2 | -1.6 | 0 | 1 | 4 | 7 | -2 | / | -3
COc1cc(C(CCN2CCCCC2)c2c(OC)cc(OC)c3c(-c4ccccc4)cc(=O)oc23)cc(OC)c1OC (stereo not given) | -9 | 0.8 | / | 0.9 | 2 | -12 | -8 | -17 | -2 | 3 | /
CCOC(=O)CNC(c1ccccc1)c1cc(Br)ccc1NC(=O)OCC (stereo not given) | -6 | 0.0 | -2 | -0.2 | 0 | -13 | -2 | -18 | -3 | -6 | -11
Cc1ccc(-c2nc(CS(=O)CC(=O)NCc3ccc(F)cc3)c(C)o2)cc1 (stereo not given) | -5 | -0.1 | 9 | -4.5 | -3 | -7 | 5 | -1 | -6 | -2 | 6
CCC(=O)Nc1ccc(N2CCOCC2)c(S(=O)(=O)Nc2ccc(Cl)cc2)c1 | -8 | 1.6 | 13 | 0.2 | -10 | -17 | -5 | -15 | 2 | 15 | 1
O=C(Nc1nccs1)c1cc(-c2ccccc2)nn1-c1ccccc1 | -13 | -2.0 | -8 | 0.5 | -16 | -2 | -4 | -9 | 0 | -4 | -3
O=C1N/C(=N\N=C\c2ccco2)SC1Cc1ccc(F)cc1 (stereo not given) | 0 | 0.0 | -14 | -8.2 | -16 | 12 | 3 | 8 | 2 | 0 | -5
Cc1cc(OCC(=O)Nc2nccs2)c2c(C)cc(=O)oc2c1 | 7 | -0.1 | 23 | / | 5 | 3 | -1 | 54 | 1 | 17 | -1
Cc1ccc(CCn2c3c(c4ccccc42)CN(C)CC3)cn1 | -11 | 1.1 | 2 | -12 | -1 | 3 | 11 | 5 | -4 | -3 | 10
COc1ccc(S(=O)(=O)Nc2cccc3c2O[C@H](CN(C)S(=O)(=O)c2ccccc2)[C@@H](C)CN([C@H](C)CO)C3=O)cc1 | 0 | 2.2 | 4 | -2.1 | -12 | -2 | -4 | 14 | 3 | 4 | /
N#Cc1ccc(CN2CCN(C(=O)CNC(=O)Cc3ccccc3)CC2)cc1 | 0 | -2.6 | / | 3.3 | -26 | -4 | 1 | / | 2 | -8 | 8
